RPL19A TOR yeast – alters RPL19A-GFP fluorescence in TOR pathway yeast screen; S. cerevisiae RPL19A-GFP strain, flow cytometry, 3 h; hits give low values; percent response vs DMSO, % at 10 µM; hit rate 0.3% among 330,000;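 active = percent response vs DMSO below 50%; inconclusive = fewer than 70 events counted for the yeast strain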;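 also: median channel GFP fluorescence of the barcoded RPL19A-GFP strain; ratio of sample median GFP to plate DMSO average so 100% = DMSO; lower means less RPL19A-GFP as with rapamycin TOR inhibition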
MEP2-GFP yeast – alters MEP2-GFP fluorescence in TOR pathway yeast screen. S. cerevisiae MEP2-GFP strain, flow cytometry GFP, 3 h; 100% = DMSO control level. GFP response vs DMSO, % at 10 µM. hit rate 0.51% among 330,000;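 active = GFP response versus DMSO above a set limit, roughly screen mean plus 3 SD, cut at about 180% in these data; inconclusive = fewer than 70 cells counted for a yeast strain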;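 also: median GFP fluorescence of the barcode-gated MEP2-GFP cells per well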
LAP4-GFP MLPCN – modulators of TOR pathway LAP4-GFP in S. cerevisiae; S. cerevisiae LAP4-GFP multiplex, flow cytometry GFP, 3 h; median GFP as percent of DMSO wells; GFP response vs DMSO, % at 10 µM; hit rate 0.34% among 320,000; AID 2023;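 active = GFP response vs DMSO above a set limit, about the screen mean plus 3 SD, cut at about 150% in these data; inconclusive = under 70 cell events counted for the yeast strain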
procasp7 counter – counter-screen for procaspase-3 activators: activators of human procaspase-7; P55210; recombinant procaspase-7, Ac-DEVD-pNA absorbance 405 nm; D23A/D198A/D206A triple mutant, cannot self-cleave; scale: DMSO 0, 5 µM enzyme 100; hit rate 0.093% among 330,000; activation, % at 8.5 µM; AID 463210;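 active = percent activation above the screen-wide mean plus 3 SD, cut at about 25% in these data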
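Material: Procaspase-7 triple mutant (PC-7 D3A) | Quantity: 2 µM procaspase-7 mutant as dispensed | Reagent: DEVD-pNA substrate | Times: 1 h preincubation, 2 h reaction | Technique: 405 nm absorbance of p-nitroaniline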
AHR act – activates the human aryl hydrocarbon receptor. AHR-responsive luciferase reporter cells, luminescence. activation, % at 5 µM. hit rate 2.5% among 320,000; in the data active = activation above about 47%;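 also: 0% = vehicle wells and 100% = reference agonist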
Target sequence (P35869 whole entry, looked up): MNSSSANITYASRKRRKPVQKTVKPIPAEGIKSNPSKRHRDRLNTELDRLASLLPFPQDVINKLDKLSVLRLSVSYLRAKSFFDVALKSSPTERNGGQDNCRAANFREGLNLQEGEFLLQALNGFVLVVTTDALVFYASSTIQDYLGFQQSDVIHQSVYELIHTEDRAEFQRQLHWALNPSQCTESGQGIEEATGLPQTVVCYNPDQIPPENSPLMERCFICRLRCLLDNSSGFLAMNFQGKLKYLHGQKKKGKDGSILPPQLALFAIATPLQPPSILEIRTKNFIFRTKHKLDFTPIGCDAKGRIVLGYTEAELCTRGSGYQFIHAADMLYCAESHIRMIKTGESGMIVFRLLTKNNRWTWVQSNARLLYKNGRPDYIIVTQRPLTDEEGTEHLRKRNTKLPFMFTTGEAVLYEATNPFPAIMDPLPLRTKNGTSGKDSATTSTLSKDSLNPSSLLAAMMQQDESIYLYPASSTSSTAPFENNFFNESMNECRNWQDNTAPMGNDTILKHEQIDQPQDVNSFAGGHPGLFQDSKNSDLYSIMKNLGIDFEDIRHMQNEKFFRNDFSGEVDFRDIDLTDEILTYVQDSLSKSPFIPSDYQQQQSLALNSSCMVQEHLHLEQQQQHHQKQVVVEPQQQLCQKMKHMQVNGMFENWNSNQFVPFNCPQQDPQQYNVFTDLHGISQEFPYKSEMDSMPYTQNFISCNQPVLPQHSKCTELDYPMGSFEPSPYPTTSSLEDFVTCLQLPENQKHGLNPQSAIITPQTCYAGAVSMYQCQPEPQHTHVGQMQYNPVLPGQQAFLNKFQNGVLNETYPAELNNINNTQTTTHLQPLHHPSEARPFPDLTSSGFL
proCasp3 act – activates human procaspase-3; hit rate 0.11% among 330,000; P42574; recombinant procaspase-3 D3A, Ac-DEVD-pNA absorbance 405 nm; activation, % at 8.5 µM;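 active = activation above the mean of all tested compounds plus 3 SD, cut at about 21% in these data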;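 also: 0% = DMSO alone and 100% = DMSO wells spiked with extra 5 µM PC-3 D3A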
Target sequence (P42574 whole entry D9A/D28A/D175A): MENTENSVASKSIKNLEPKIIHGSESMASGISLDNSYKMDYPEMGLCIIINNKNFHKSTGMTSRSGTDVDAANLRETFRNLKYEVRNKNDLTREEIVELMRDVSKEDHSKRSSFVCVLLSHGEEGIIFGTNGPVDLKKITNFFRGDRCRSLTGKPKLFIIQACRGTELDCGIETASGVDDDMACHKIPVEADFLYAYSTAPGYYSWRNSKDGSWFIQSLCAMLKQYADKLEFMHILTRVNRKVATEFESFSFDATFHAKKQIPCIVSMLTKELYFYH
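Assay system: Procaspase-3 D3A mutant, all three cleavage aspartates alanine. Buffer or medium: Zinc-free HEPES saline buffer with Triton X-100. Times: 1 h compound preincubation, 2 h substrate hydrolysis at 25 °C. Measured by: 405 nm absorbance of p-nitroaniline, reads at 0 and 120 min. Read-out basis: percent activation relative to control range. Replicates: singlicate.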
CIT2-GFP yeast – alters CIT2-GFP fluorescence in TOR pathway yeast screen. S. cerevisiae CIT2-GFP strain, flow cytometry, 3 h; 100 means same as DMSO wells. GFP response vs DMSO, % at 10 µM. hit rate 0.065% among 320,000;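 active = GFP response relative to DMSO above a set limit, near the screen mean plus 3 SD, cut at about 150% in these data; inconclusive = Fewer than 70 cells measured for a yeast strain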;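 also: ratio of well median GFP fluorescence to mean of DMSO wells on the plate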
AGP1-GFP MLPCN – alters AGP1-GFP fluorescence in TOR pathway yeast screen; S. cerevisiae AGP1-GFP multiplex flow cytometry, 3 h; GFP as percent of DMSO wells; GFP response vs DMSO, % at 10 µM; hit rate 0.02% among 320,000;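 active = GFP response relative to DMSO above a set limit, near screen average plus 3 SD, cut at about 150% in these data; inconclusive = fewer than 70 cells counted for the yeast strain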;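 also: median GFP channel fluorescence of the gated AGP1 strain per well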
Starred values were filed as active, the others as inactive; [ ] = remark or other dose.

Screening CCCn1c(C)cc(/C=C(\C#N)C(=O)OCC(=O)Nc2ccc(OC)c(Cl)c2)c1C returned RPL19A TOR yeast 99, MEP2-GFP yeast 98, LAP4-GFP MLPCN 84, procasp7 counter -98, AHR act -3, proCasp3 act -1, CIT2-GFP yeast 98 and AGP1-GFP MLPCN 90.
O=C(CSc1ncnc2sc3c(c12)CCCC3)NC1CCS(=O)(=O)C1 (configuration not stated) was read as RPL19A TOR yeast 102, MEP2-GFP yeast 108, LAP4-GFP MLPCN 107, procasp7 counter -7, AHR act 0, proCasp3 act 0, CIT2-GFP yeast 102 and AGP1-GFP MLPCN 110.
Cc1ccc(N(C)S(=O)(=O)c2cc(-c3cnc(C4CC4)o3)ccc2C)cc1 was read as RPL19A TOR yeast 94, MEP2-GFP yeast 98, LAP4-GFP MLPCN 103, procasp7 counter -5, AHR act 5, proCasp3 act -6, CIT2-GFP yeast 94 and AGP1-GFP MLPCN 99.
Screening COc1ccc(NS(=O)(=O)c2ccc(NC(=S)NCC3CCCO3)cc2)cc1 (configuration not stated) returned RPL19A TOR yeast 93, MEP2-GFP yeast 89, LAP4-GFP MLPCN 87, procasp7 counter -1, AHR act -1, proCasp3 act -11, CIT2-GFP yeast 88 and AGP1-GFP MLPCN 93.
Screening CCOc1ccc(NC(=O)CNC(=O)c2ccc(OC)c(OC)c2)cc1 returned RPL19A TOR yeast 102, MEP2-GFP yeast 106, LAP4-GFP MLPCN 99, procasp7 counter 7, AHR act 4, proCasp3 act 1, CIT2-GFP yeast 95 and AGP1-GFP MLPCN 106.
Screening COc1ccc(NC(=O)CSc2nncn2N)c(OC)c1 returned RPL19A TOR yeast 101, MEP2-GFP yeast 102, LAP4-GFP MLPCN 88, procasp7 counter 12, AHR act 1, proCasp3 act -5, CIT2-GFP yeast 93 and AGP1-GFP MLPCN 93.
COc1ccc(OC)c(NC(=O)CCC(=O)Nc2nnc(C(F)(F)F)s2)c1 was read as RPL19A TOR yeast 95, MEP2-GFP yeast 102, LAP4-GFP MLPCN 97, procasp7 counter 9, AHR act 0, proCasp3 act 15, CIT2-GFP yeast 101 and AGP1-GFP MLPCN 102.
Screening Cc1ccc(C(=O)Oc2ccc(Cl)c3cccnc23)cc1[N+](=O)[O-] returned RPL19A TOR yeast 99, MEP2-GFP yeast 97, LAP4-GFP MLPCN 115, procasp7 counter -3, AHR act 15, proCasp3 act -4, CIT2-GFP yeast 79 and AGP1-GFP MLPCN 92.
C[C@@H](CN=[N+]=[N-])CN1CC[C@H](NC(=O)OCc2ccccc2)CCC1=O was read as RPL19A TOR yeast 97, MEP2-GFP yeast 103, LAP4-GFP MLPCN 93, procasp7 counter 10, AHR act -2, proCasp3 act 5, CIT2-GFP yeast 97 and AGP1-GFP MLPCN 104.
`Cc1cccc(N(CC(=O)NC2CC3CCC2C3)S(=O)(=O)c2ccccc2)c1` (configuration not stated) gave RPL19A TOR yeast 99, MEP2-GFP yeast 96, LAP4-GFP MLPCN 97, procasp7 counter -4, AHR act 1, proCasp3 act 6, CIT2-GFP yeast 94 and AGP1-GFP MLPCN 95.
COc1ccc(Cc2nnc(NC(=O)Nc3ccc(F)cc3)s2)cc1OC was read as RPL19A TOR yeast 104, MEP2-GFP yeast 110, LAP4-GFP MLPCN 94, procasp7 counter -2, AHR act 7, proCasp3 act 4, CIT2-GFP yeast 104 and AGP1-GFP MLPCN 105.
CS/C(=N\S(=O)(=O)c1cccs1)Nc1ccc(F)c(Cl)c1 was read as RPL19A TOR yeast 102, MEP2-GFP yeast 100, LAP4-GFP MLPCN 98, procasp7 counter -3, AHR act 0, proCasp3 act 8, CIT2-GFP yeast 90 and AGP1-GFP MLPCN 96.
Brc1ccc2c(c1)C(C1=NCCN1)c1ccccc1CS2 (configuration not stated) was read as RPL19A TOR yeast 94, MEP2-GFP yeast 95, LAP4-GFP MLPCN 92, procasp7 counter 0, AHR act 1, proCasp3 act -6, CIT2-GFP yeast 89 and AGP1-GFP MLPCN 90.
Screening NS(=O)(=O)c1ccc(NC(CNS(=O)(=O)c2ccccc2)c2ccccc2)cc1 (configuration not stated) returned RPL19A TOR yeast 90, MEP2-GFP yeast 89, LAP4-GFP MLPCN 91, procasp7 counter -1, AHR act 2, proCasp3 act 2, CIT2-GFP yeast 94 and AGP1-GFP MLPCN 90.
Screening COc1ccc(OC)c(NC(=O)COC(=O)COc2c(Cl)cc(Cl)c3ccc(C)nc23)c1 returned RPL19A TOR yeast 22*[may fluoresce violet], MEP2-GFP yeast 221*[may fluoresce violet], LAP4-GFP MLPCN 74[may fluoresce violet], procasp7 counter -2, AHR act 0, proCasp3 act 1, CIT2-GFP yeast inconclusive and AGP1-GFP MLPCN inconclusive.
CSC(=NNC(=O)c1ccc(O)cc1)SC was read as RPL19A TOR yeast 100, MEP2-GFP yeast 101, LAP4-GFP MLPCN 99, procasp7 counter 7, AHR act 1, proCasp3 act 1, CIT2-GFP yeast 99 and AGP1-GFP MLPCN 96.
For CC(C)(C)NC(=O)C[n+]1ccc(C(N)=O)cc1 the results were RPL19A TOR yeast 106, MEP2-GFP yeast 101, LAP4-GFP MLPCN 100, procasp7 counter 1, AHR act -1, proCasp3 act -8, CIT2-GFP yeast 106 and AGP1-GFP MLPCN 108.
For CC(C)(C)c1nnc2sc(SCC(=O)c3ccccc3)nn2c1=O the results were RPL19A TOR yeast 88, MEP2-GFP yeast 87, LAP4-GFP MLPCN 90, procasp7 counter -11, AHR act -2, proCasp3 act 1, CIT2-GFP yeast 81 and AGP1-GFP MLPCN 89.
COc1ccccc1C(=O)NCc1ccccn1 was read as RPL19A TOR yeast 100, MEP2-GFP yeast 103, LAP4-GFP MLPCN 100, procasp7 counter 6, AHR act 1, proCasp3 act 7, CIT2-GFP yeast 98 and AGP1-GFP MLPCN 100.
For Cc1cc(Oc2ccc(-c3nnc(-c4ccccc4)o3)cc2[N+](=O)[O-])ccc1Cl the results were RPL19A TOR yeast 100, MEP2-GFP yeast 99, LAP4-GFP MLPCN 89, procasp7 counter -3, AHR act -2, proCasp3 act 5, CIT2-GFP yeast 99 and AGP1-GFP MLPCN 94.

Random excerpt: three records from the list, in no set order.
Screening NS(=O)(=O)c1ccc(NC(CNS(=O)(=O)c2ccccc2)c2ccccc2)cc1 (configuration not stated) returned RPL19A TOR yeast 90, MEP2-GFP yeast 89, LAP4-GFP MLPCN 91, procasp7 counter -1, AHR act 2, proCasp3 act 2, CIT2-GFP yeast 94 and AGP1-GFP MLPCN 90.
COc1ccccc1C(=O)NCc1ccccn1 was read as RPL19A TOR yeast 100, MEP2-GFP yeast 103, LAP4-GFP MLPCN 100, procasp7 counter 6, AHR act 1, proCasp3 act 7, CIT2-GFP yeast 98 and AGP1-GFP MLPCN 100.
Screening COc1ccc(OC)c(NC(=O)COC(=O)COc2c(Cl)cc(Cl)c3ccc(C)nc23)c1 returned RPL19A TOR yeast 22*[may fluoresce violet], MEP2-GFP yeast 221*[may fluoresce violet], LAP4-GFP MLPCN 74[may fluoresce violet], procasp7 counter -2, AHR act 0, proCasp3 act 1, CIT2-GFP yeast inconclusive and AGP1-GFP MLPCN inconclusive.

The listing continues:
For COc1cccc(Nc2nc(N)nc(-c3oc4ccccc4c3C)n2)c1 the results were MEP2-GFP yeast 104, LAP4-GFP MLPCN 142, procasp7 counter 2, AHR act -13, proCasp3 act 13, CIT2-GFP yeast 102 and AGP1-GFP MLPCN 99.
Screening Cc1ccc(-c2c3c(nc4sc(C(N)=O)c(N)c24)CCCC3)o1 returned RPL19A TOR yeast 95, MEP2-GFP yeast 102, LAP4-GFP MLPCN 103, procasp7 counter -15, AHR act 10, proCasp3 act -4, CIT2-GFP yeast 87 and AGP1-GFP MLPCN 86.
For CC1=CC(C)(C)n2c(O)c(N=NC(N)=S)c3c(C)c(C)cc1c32 the results were RPL19A TOR yeast 101, MEP2-GFP yeast 106, LAP4-GFP MLPCN 108, procasp7 counter -6, AHR act 1, proCasp3 act -2, CIT2-GFP yeast 103 and AGP1-GFP MLPCN 99.
CC(=O)N1CCCN(C(=O)c2ccc3nc(Cc4cccc(Cl)c4)oc3c2)CC1 was read as RPL19A TOR yeast 97, MEP2-GFP yeast 88, LAP4-GFP MLPCN 92, procasp7 counter 7, AHR act 19, proCasp3 act 2, CIT2-GFP yeast 92 and AGP1-GFP MLPCN 96.
`COc1ccc(C(=O)NC(=S)Nc2ccc3oc(=O)ccc3c2)cc1` gave RPL19A TOR yeast 104, MEP2-GFP yeast 108, LAP4-GFP MLPCN 102, procasp7 counter 15, AHR act -2, proCasp3 act -9, CIT2-GFP yeast 98 and AGP1-GFP MLPCN 96.
CSCC[C@H](NC(=O)[C@@H]1Cc2ccccc2CN1)C(=O)Nc1ccc2c(c1)OCCO2 was read as RPL19A TOR yeast 101, MEP2-GFP yeast 106, LAP4-GFP MLPCN 107, procasp7 counter 5, AHR act 7, proCasp3 act 2, CIT2-GFP yeast 109 and AGP1-GFP MLPCN 106.
Screening O=C(NCc1cccnc1)/C(=C/c1ccc(-c2ccc(Cl)cc2)o1)S(=O)(=O)c1ccccc1 returned RPL19A TOR yeast 101, MEP2-GFP yeast 93, LAP4-GFP MLPCN 122, procasp7 counter 7, AHR act -3, proCasp3 act 5, CIT2-GFP yeast 91 and AGP1-GFP MLPCN 90.
For CC1=NNC(=O)C1CCC(=O)N/N=C/c1ccc(Cl)cc1Cl (configuration not stated) the results were RPL19A TOR yeast 101, MEP2-GFP yeast 94, LAP4-GFP MLPCN 112, procasp7 counter 2, AHR act 18, proCasp3 act 1, CIT2-GFP yeast 99 and AGP1-GFP MLPCN 110.
`O=C(OCc1ccc(F)cc1)c1cccnc1Cl` gave RPL19A TOR yeast 100, MEP2-GFP yeast 103, LAP4-GFP MLPCN 106, procasp7 counter 4, AHR act -2, proCasp3 act 3, CIT2-GFP yeast 94 and AGP1-GFP MLPCN 101.
Screening CSCC[C@H](NC(=O)Cc1c(C)c2cc3c4c(oc3cc2oc1=O)CCCC4)C(=O)O returned RPL19A TOR yeast 105, MEP2-GFP yeast 112, LAP4-GFP MLPCN 97, procasp7 counter 6, AHR act 1, proCasp3 act -1, CIT2-GFP yeast 96 and AGP1-GFP MLPCN 95.
For CN(C)Cc1cc(C(C)(C)c2cc(CN(C)C)c(O)c(CN(C)C)c2)cc(CN(C)C)c1O the results were RPL19A TOR yeast 97, MEP2-GFP yeast 100, LAP4-GFP MLPCN 98, procasp7 counter 8, AHR act 1, proCasp3 act -11, CIT2-GFP yeast 99 and AGP1-GFP MLPCN 101.
Screening O=C(NCCOc1nc(N2CCCCC2)nc(N2CCCCC2)n1)Nc1ccccc1 returned RPL19A TOR yeast 109, MEP2-GFP yeast 105, LAP4-GFP MLPCN 87, procasp7 counter -1, AHR act 9, proCasp3 act 5, CIT2-GFP yeast 100 and AGP1-GFP MLPCN 99.
For O=C(CN1CCCN(Cc2ccc(F)cc2Cl)C1=O)NC1CCCCCC1 the results were RPL19A TOR yeast 97, MEP2-GFP yeast 104, LAP4-GFP MLPCN 94, procasp7 counter 6, AHR act -3, proCasp3 act 6, CIT2-GFP yeast 99 and AGP1-GFP MLPCN 112.

Compound activity deposited in PubChem BioAssay by several laboratories.
